Ba/F3 V617F tox: loss of viability in JAK2V617F-driven Ba/F3 cells; Ba/F3 EpoR-JAK2V617F viability, ATP luminescence; inhibition, % at 5.6 µM; 1.1% of 220,000 active;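 active = inhibition above the campaign mean plus 3 SD over all tested compounds, cut at about 24% in these data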;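 also: cytokine-independent growth of Ba/F3 cells driven by EpoR plus mutant JAK2; 0% = DMSO-treated cells and 100% = JAK inhibitor I control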
EP2 mod: EP2 receptor (human) modulation. EP2-expressing cells, cAMP HTRF FRET, PGE2 co-stimulation. AID 940. P43116. 0.83% of 260,000 active. induction, % at 25 µM;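 active = compounds whose cAMP rise, as percent of the full-agonist control response, exceeds 60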;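 also: rat C6 glioma line stably carrying human EP2 under a CMV promoter; the protocol text gives 20 µM as final concentration; 100% = response of wells given 1 µM PGE2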
zfTRPN1 agonist: activates the zebrafish TRPN1 channel; HEK293 zebrafish TRPN1-YFP, Fluo-8 calcium fluorescence; 100% = response to 87 µM carbachol; activation, % at 3 µM; 0.18% of 220,000 active; AID 1424;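 active = activation above its plate's cutoff, the mean activation of test wells on that plate plus 3 SD, cut at about 19% in these data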;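 also: 0% = DMSO alone and 100% = 87 µM carbachol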
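System: zebrafish TRPN1-YFP in HEK293 cells / Dosing: 3 µM single point / Timing: dye loading 1 h at 37 °C, then 30 min room temperature / Signal: Fluo-8 calcium fluorescence, excitation 470-495 nm, emission 515-575 nm / Read-out basis: percent activation from peak over basal fluorescence ratio, control-normalized / Control set: high carbachol 87 µM, low DMSO alone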
S1P4 ag: agonists of human S1P4 receptor; AID 1509; 0.35% of 220,000 active; S1P4-expressing cell line, agonist reporter assay; O95977; activation, % at 4.98 µM; in the data active = activation above about 11%;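 also: 0% = DMSO vehicle and 100% = reference agonist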
Target sequence (O95977 whole entry, looked up): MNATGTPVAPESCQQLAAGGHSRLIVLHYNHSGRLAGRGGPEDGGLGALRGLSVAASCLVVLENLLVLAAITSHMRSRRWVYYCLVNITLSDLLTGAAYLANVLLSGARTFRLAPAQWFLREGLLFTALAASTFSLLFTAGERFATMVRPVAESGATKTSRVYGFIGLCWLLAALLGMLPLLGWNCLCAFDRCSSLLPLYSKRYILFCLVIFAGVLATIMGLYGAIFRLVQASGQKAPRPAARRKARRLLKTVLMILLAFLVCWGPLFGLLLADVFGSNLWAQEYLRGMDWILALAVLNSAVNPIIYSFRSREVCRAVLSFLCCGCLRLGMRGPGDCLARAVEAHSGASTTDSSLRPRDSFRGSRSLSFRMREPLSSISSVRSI
m-calpain inh: blocks pig calpain II enzyme activity | purified calpain II, fluorogenic peptide substrate, 30 min | inhibition, % at 16 µM | 0.37% of 220,000 active | AID 1236;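 active = inhibition above about 50%, limit read from the data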
S1P4 antagonist: antagonists of human S1P4 receptor; 0.26% of 220,000 active; inhibition, % at 4.98 µM; S1P4-expressing cells, antagonist mode, reporter read-out; O95977; in the data active = inhibition above about 29%;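 also: 0% = wells stimulated with agonist and 100% = vehicle wells without agonist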
PERK inh: inhibitors of human PERK kinase; Q9NZJ5; CHO PERK-DD fusion, SEAP luminescence translation reporter; inhibition, % at 5.6 µM; 0.17% of 220,000 active;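 active = inhibition above the mean inhibition of all tested compounds plus 3 SD, set separately per screening campaign, cut at about 2.9% in these data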;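 also: PERK kinase domain activated by AP20187 dimerizer at 100 nM; 0% = DMSO with dimerizer and 100% = rapamycin at 8.4 µM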
TRPML3 ag: agonists of human TRPML3 channel. activation, % at 3 µM. 0.29% of 220,000 active. HEK293 TRPML3-YFP, Fluo-8 calcium fluorescence; 100% = the carbachol control signal;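 active = activation above its plate's cutoff, the mean activation of the plate's test wells plus 3 SD, cut at about 12% in these data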;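 also: 0% = DMSO only wells and 100% = carbachol wells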
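Material: TRPML3-YFP stable HEK293 cells | Dosing: One concentration, 3 µM nominal, 0.3% DMSO | Timing: 125 s total fluorescence read per well | Technique: Fluo-8 calcium dye fluorescence, ex 470-495, em 515-575 nm | Measure: Percent activation from peak-to-basal fluorescence ratio, scaled between DMSO and carbachol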
BaF3 parental: parental Ba/F3 viability inhibition as JAK2V617F counter-screen; CellTiter-Glo ATP luminescence; inhibition, % at 5.6 µM; 1.1% of 220,000 active; AID 1486;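 active = inhibition above a per-campaign cutoff, the mean inhibition of all tested compounds plus 3 SD, cut at about 27% in these data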;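 also: 0% = DMSO wells and 100% = JAK Inhibitor I control wells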
An asterisk follows results filed as active; & = joins results of further samples. A portion of the library. The share of hits here may be higher or lower than overall.

Screens by letter – A = Ba/F3 V617F tox; B = EP2 mod; C = zfTRPN1 agonist; D = S1P4 ag; E = m-calpain inh; F = S1P4 antagonist; G = PERK inh; H = TRPML3 ag; I = BaF3 parental
1) O=C1C2CCCN2C(c2ccc(Cl)cc2)N1c1ccccn1 (stereo not drawn)
  A = -1	B = 14	C = -1.4	D = -1.8	E = 23	F = -3	G = 1.3	H = 0.3	I = -1

2) COc1cc(C)c(CN2CCN(c3ccccc3)CC2)cc1C
  A = 2	B = 5	C = -2.0	D = 0.7	E = 4	F = 3	G = 0.1	H = -1.7	I = 0

3) C/C(Cl)=C/CC1(CN2CCCC2=O)C(=O)NC(=O)NC1=O
  A = -3	B = 32	C = 0.5	D = -0.2	E = -18	F = 12	G = 1.0	H = 0.7	I = 2

4) CN(C)P1(N(C)C)=NC(C(F)(F)F)=NC(C(F)(F)F)=N1
  A = -3	B = 3	C = 0.4	D = -0.8	E = 9	F = 3	G = 1.8	H = 0.0	I = 2

5) CC12CCC3C(CC=C4CC(O)CCC43C)C1C/C(=C\c1ccccc1F)C2=O (stereo not drawn)
  A = -1	B = -10	C = 0.2	D = 2.2	E = -9	F = -17	G = 0.5	H = 0.7	I = -1

6) CC(C)c1ccc(N2C(=O)NC(=O)/C(=C/c3cnc(-c4ccccc4)nc3)C2=O)cc1
  A = 3	B = 15	C = 1.3	D = -0.4	E = 8	F = -2	G = 0.6	H = 0.8	I = 5

7) CC1(C)N2CC3([N+](=O)[O-])CN1CC([N+](=O)[O-])(C2)C3
  A = -3	B = 20	C = 0.4	D = 0.3	E = -40	F = -2	G = 1.3	H = 0.6	I = -3

8) Cc1ccc(C2NC(=S)NC(c3ccc(C)cc3)C23C(=O)NC(=O)NC3=O)cc1 (stereo not drawn)
  A = 0	B = 10	C = 1.4	D = 0.5	E = 1	F = 1	G = 1.0	H = 0.6	I = -2

9) CSc1ncc(/C=C2/C(=O)NC(=O)N(c3ccc(C)cc3)C2=O)cn1
  A = -3	B = -10	C = 0.8	D = 9.2	E = 44	F = -5	G = 0.5	H = 1.4	I = 4

10) N#CC1=C(N)Oc2c(c(=O)sc3ccccc23)C1c1cccnc1 (stereo not drawn)
  A = 1	B = -53	C = 1.1	D = -0.8	E = 4	F = -1	G = 0.8	H = 0.0	I = 7

11) CCn1ccnc1CN1CCCC(C(=O)c2ccc(OC)cc2OC)C1 (stereo not drawn)
  A = 1	B = -12	C = 0.5	D = 0.4	E = 11	F = -6	G = -0.4	H = 1.3	I = 3

12) CCCCN1C(=O)NC(=O)/C(=C/c2cnc(SC)nc2)C1=O
  A = 4	B = -9	C = 1.0	D = 0.7	E = 14	F = -23	G = -0.5	H = 1.2	I = 5

13) COc1cccc([C@@]2(O)CCCC[C@@H]2CN(C)C)c1
  A = -1&2	B = 22	C = 1.3&2.1	D = 0.6&0.6	E = -5&-13	F = 0&1	G = 0.6&0.8	H = 1.2&0.0	I = -4&2

14) CCC(=NCc1cccnc1)c1c(O)n(-c2ccc(Cl)cc2)c(=O)[nH]c1=O
  A = 3	B = -19	C = -1.5	D = -0.2	E = 13	F = 7	G = 0.1	H = 0.5	I = -2

15) COc1ccc(OP(=O)(Nc2ccccc2)Nc2ccccc2)cc1
  A = 0	B = 3	C = -0.3	D = -5.4	E = 18	F = -25	G = -0.7	H = 0.1	I = 3

Single values from the list:
In PERK inh, cpd 15 shows -0.7
In EP2 mod, cpd 3 shows 32
In zfTRPN1 agonist, cpd 4 shows 0.4
In S1P4 ag, cpd 14 shows -0.2
In S1P4 antagonist, cpd 12 shows -23

Shown field by field: entries from further up
#8 Cc1ccc(C2NC(=S)NC(c3ccc(C)cc3)C23C(=O)NC(=O)NC3=O)cc1 (stereo not drawn)
  Ba/F3 V617F tox = 0
  EP2 mod = 10
  zfTRPN1 agonist = 1.4
  S1P4 ag = 0.5
  m-calpain inh = 1
  S1P4 antagonist = 1
  PERK inh = 1.0
  TRPML3 ag = 0.6
  BaF3 parental = -2

#9 CSc1ncc(/C=C2/C(=O)NC(=O)N(c3ccc(C)cc3)C2=O)cn1
  Ba/F3 V617F tox = -3
  EP2 mod = -10
  zfTRPN1 agonist = 0.8
  S1P4 ag = 9.2
  m-calpain inh = 44
  S1P4 antagonist = -5
  PERK inh = 0.5
  TRPML3 ag = 1.4
  BaF3 parental = 4

#10 N#CC1=C(N)Oc2c(c(=O)sc3ccccc23)C1c1cccnc1 (stereo not drawn)
  Ba/F3 V617F tox = 1
  EP2 mod = -53
  zfTRPN1 agonist = 1.1
  S1P4 ag = -0.8
  m-calpain inh = 4
  S1P4 antagonist = -1
  PERK inh = 0.8
  TRPML3 ag = 0.0
  BaF3 parental = 7

#11 CCn1ccnc1CN1CCCC(C(=O)c2ccc(OC)cc2OC)C1 (stereo not drawn)
  Ba/F3 V617F tox = 1
  EP2 mod = -12
  zfTRPN1 agonist = 0.5
  S1P4 ag = 0.4
  m-calpain inh = 11
  S1P4 antagonist = -6
  PERK inh = -0.4
  TRPML3 ag = 1.3
  BaF3 parental = 3

Compound activity deposited in PubChem by several laboratories.
